hIAP activ – human IAP activators, primary screen, biochemical, luminescence, uHTS. Intestinal-type alkaline phosphatase (Homo sapiens), P09923. activation factor at 10 µM. AID 2524, 2010. purified human IAP, CDP-Star luminescence, 30 min; hits give high values; 1 = vehicle-only enzyme, 0 = enzyme-free background. 330,000 tested, 0.16% active;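 active = activation factor of the enzyme at least 2-fold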; also: the source names both 10 and 20 µM as test concentration; values of inactives mirror those of a sister screen read the other way
Target sequence (P09923 whole entry, looked up): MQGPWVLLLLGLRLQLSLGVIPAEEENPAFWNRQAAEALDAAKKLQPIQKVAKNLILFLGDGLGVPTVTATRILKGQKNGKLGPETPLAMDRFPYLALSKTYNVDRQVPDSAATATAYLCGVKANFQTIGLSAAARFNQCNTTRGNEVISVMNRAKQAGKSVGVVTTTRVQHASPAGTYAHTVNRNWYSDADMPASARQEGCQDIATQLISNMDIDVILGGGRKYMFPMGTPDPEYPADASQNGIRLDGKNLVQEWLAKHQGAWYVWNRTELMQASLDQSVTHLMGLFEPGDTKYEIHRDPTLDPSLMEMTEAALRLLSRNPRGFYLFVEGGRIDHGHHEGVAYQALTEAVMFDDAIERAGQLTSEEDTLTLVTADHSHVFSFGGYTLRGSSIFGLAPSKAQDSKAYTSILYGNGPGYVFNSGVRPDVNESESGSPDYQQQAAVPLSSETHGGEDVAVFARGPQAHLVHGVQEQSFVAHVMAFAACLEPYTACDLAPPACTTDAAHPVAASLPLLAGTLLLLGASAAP
mIAP act – activators of mouse IAP, primary screen, biochemical, luminescence, uHTS. intestinal alkaline phosphatase [Mus musculus]. muIAP, CDP-Star luminescence, 30 min; hits give high values; 1 = vehicle-only enzyme signal, 0 = enzyme-free wells. activation factor at 10 µM. 330,000 tested, 0.24% active;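 active = activation factor of at least 2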; also: the source names both 10 and 20 µM as test concentration; values of inactives mirror those of a sister screen read the other way
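also added = chemiluminescent substrate CDP-Star | test system = mouse IAP enzyme | signal = chemiluminescence readout | compound = DMSO-dissolved test compounds | incubation = 30 min at room temperature | benchmarks = DMSO wells, no-enzyme wells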
tim10-1 inh – growth inhibitors of tim10-1 mutant yeast, primary screen, luminescence, uHTS | S. cerevisiae tim10-1 ts strain growth, BacTiter-Glo, 24 h | inhibition, % at 20 µM | 330,000 tested, 2.2% active | AID 463190, 2010;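 active = inhibition of at least 40%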;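 also: mutant grown at 25 °C; 0% = DMSO wells with yeast and 100% = wells holding no yeast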
ATG4B inhibitor – ATG4B protease inhibitors, primary screen, biochemical, fluorescence, uHTS; Cysteine protease ATG4B (Homo sapiens), Q9Y4P1; ATG4B cleavage of LC3-PLA2, NBD-HPC fluorescence, 1 h; inhibition, % at 8.33 µM; 340,000 tested, 0.51% active; AID 504462, 2011; in the data active = inhibition above about 40%
hIAP inh – human IAP inhibitors, primary screen, biochemical, luminescence, uHTS; Intestinal-type alkaline phosphatase (Homo sapiens), P09923; purified IAP, CDP-Star luminescence, 30 min; inhibition, % at 10 µM; 330,000 tested, 0.12% active;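 active = inhibition reaching a set limit with compound at 10 µM in the primary screen, cut at about 35% in these data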;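 also: plate controls were DMSO wells with enzyme for no effect and no-enzyme buffer wells for full effect; values of inactives mirror those of a sister screen read the other way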
mIAP inh – inhibitors of mouse IAP, primary screen, biochemical, luminescence, uHTS; purified mouse IAP, CDP-Star luminescence, 30 min; inhibition, % at 10 µM; 330,000 tested, 0.2% active; AID 2806, 2010; intestinal alkaline phosphatase [Mus musculus];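 active = inhibition of at least 40% at 10 µM in the primary screen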;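 also: plate controls were DMSO with enzyme for no effect and no enzyme wells for full effect; values of inactives mirror those of a sister screen read the other way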
NALP3 yeast inh – NALP3 inflammasome inhibitors in reconstituted yeast, primary screen, luminescence, uHTS | inhibition, % at 10 µM | 330,000 tested, 0.39% active | Yeast reconstituted NLRP3/ASC/caspase-1, beta-gal luminescence, 24 h;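 active = inhibition of 50% or more; inactive = inhibition below 50%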;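 also: plate controls were induced DMSO wells for no effect and uninduced yeast grown without galactose for full effect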
Apaf1 inhib – inhibitors of human Apaf-1 apoptosome, primary screen, biochemical, DEVD-Rh110 fluorescence, uHTS. 330,000 tested, 0.71% active. AID 489030, 2010. inhibition, % at 20 µM. reconstituted apoptosome caspase-3 activity; active = inhibition of at least 40% at 20 µM;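 also: plate controls were DMSO wells for no effect and DEVD-CHO caspase inhibitor wells for full effect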
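Material: reconstituted apoptosome with Apaf-1, cytochrome c, caspase-9, procaspase-3, dATP. Technique: Rh110 fluorescence intensity. Buffer or medium: pH 7.5 Hepes buffer with CHAPS, BSA, DTT. Times: 30 min plus 50 min, RT.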
TIM10 inh – growth inhibitors of isogenic TIM10 control yeast, primary screen, counter-screen for tim10-1 yeast inhibitor project, luminescence, uHTS. S. cerevisiae TIM10 strain growth, BacTiter-Glo luminescence, 24 h. inhibition, % at 10 µM. 330,000 tested, 1.4% active;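 active = inhibition of 40% or more at the single tested concentration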;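 also: wild-type TIM10 isogenic control strain grown at permissive 25 °C; 0% = DMSO yeast wells and 100% = minimal medium wells without yeast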
The depositor's hits bear a star. Only part of the results is shown; the hit share may differ from the screen's.

SMILES	hIAP activ	mIAP act	tim10-1 inh	ATG4B inhibitor	hIAP inh	mIAP inh	NALP3 yeast inh	Apaf1 inhib	TIM10 inh
CCOP(=O)(OCC)C(O)c1ccc(N(C)C)cc1 (stereo not drawn)	0.97	1.1	5	-6	3	-8	18	2	-14
O=C(C(=O)N1CCOCC1)c1cn(Cc2ccccc2Cl)c2ccccc12	1.1	1.1	9	-6	-11	-6	-3	4	0
CN(C)c1ccc(C(=O)c2ccc(N(C)C)cc2)cc1	0.95	1	40*	-7	5	-2	14	4	48*
Cc1cc(Oc2ccc(C(F)(F)F)cc2[N+](=O)[O-])c2c3c(c(=O)oc2c1)CCCC3	0.81	0.87	12	-6	19	13	-1	13	7
C#C[C@]1(O)CCC2C3CCC4=C/C(=N/OCC(=O)NC(C)C(=O)NC(CCSC)C(=O)O)CC[C@]4(C)C3CC[C@@]21C (stereo partly drawn)	1	0.98	13	-9	-3	2	22	12	-4
O=c1[nH]c(O)c(/C=C2\C=NN=C2c2ccccc2)c(=O)[nH]1	0.81	0.84	2	1	19	16	-10	-13	3
CCOc1cc2c(cc1OCC)-n1cccc1C(c1cccc([N+](=O)[O-])c1)NC2 (stereo not drawn)	0.8	1	23	9	20	-3	18	22	-6
COc1ccc(S(=O)(=O)N2CC3CC(C2)c2cccc(=O)n2C3)cc1 (stereo not drawn)	1	0.94	5	2	-1	6	-5	-18	-14
C[C@]12CCC3[C@@H](CC[C@H]4C[C@@H](O)CC[C@]34C)C1CCC2=O (stereo partly drawn)	1	1	-80	2	-1	-4	59*	-1	-115
O=C(O)c1cccc(NC(=O)N2C[C@H]3C[C@@H](C2)c2cccc(=O)n2C3)c1	0.91	0.85	-14	-3	9	15	6	-4	-7
COc1ccc(NC(=O)c2cc([N+](=O)[O-])ccc2N2CCNCC2)cc1	0.9	0.93	-4	-6	10	7	3	0	14
COc1ccc(CCNCc2cccn2C)cc1OC	1.2	0.91	4	-4	-16	10	18	-8	-1
O=c1c2ccccc2nc(-c2ccccc2)n1-n1cccc1	1.1	1	16	10	-9	0	-14	-3	5
COCCCNC(=O)c1c(N)n(Cc2ccco2)c2nc3ccccc3nc12	1.1	1	9	-1	-12	0	-2	27	4
COC(=O)[C@@H](N)CCCN=C(N)N[N+](=O)[O-]	0.88	1.1	2	-5	12	-5	17	-8	6
O=c1c2ccccc2nc(CSc2ncnc3nc[nH]c23)n1-c1ccccc1	1.1	1	1	-5	-5	-2	-2	-1	-10
O=P1(NCCCl)OCCCN1CCCl (stereo not drawn)	0.91	1	-12	6	9	-2	3	-6	7
Cn1c(O)c(C=NCCN2CCNCC2)c(=O)[nH]c1=O	0.97	1.1	-1	-9	3	-9	3	-12	-7
CC1C2Cc3ccc(O)cc3[C@]1(C)CCN2CCc1ccccc1 (stereo partly drawn)	0.99	0.93	6	-3	1	7	9	4	8
FC(F)(F)c1cccc(C2NCc3ccccc3-n3cccc32)c1 (stereo not drawn)	0.94	1	40	7	6	-2	18	18	26
CN1C(=O)NC(=O)C(C)(C2=CCCCC2)C1=O (stereo not drawn)	1	0.94	-7	11	-2	6	3	-16	10
Cc1cccc(C)c1OP(N)(=O)OCC(F)(F)F (stereo not drawn)	0.94	0.93	-9	6	6	7	-11	-4	1
CN1CCN(C(=O)COc2ccc(S(=O)(=O)N(C)Cc3ccccc3)cc2)CC1	1	1	6	-1	-3	-1	-10	-13	-3
Cc1ccccc1CCNCc1cc2cccc(C)c2[nH]c1=O	1	0.97	-2	5	-1	2	23	1	-9
CCCCCCn1c(O)c(C=NC2CCN(Cc3ccccc3)CC2)c(=O)[nH]c1=O	1.1	1	4	-1	-14	-4	15	23	1
COc1ccc(NC(=O)[C@@H](NC(=O)N2C[C@H]3C[C@@H](C2)c2cccc(=O)n2C3)C(C)C)cc1	1.1	0.95	4	-14	-11	5	-7	-8	-4
N[C@@H](Cn1oc(=O)[nH]c1=O)C(=O)O	0.96	1	-28	-7	4	-4	-9	-2	0
O=C(Nc1ccc(OC(=O)N2CCCCC2)cc1)N1CCOCC1	0.95	0.97	15	-8	5	3	-9	-25	-6
NC(N)=N/N=C/c1ccc(N2CCOCC2)cc1	1.1	0.89	0	-2	-13	11	21	-7	-10
COc1cccc(C(=O)C2CCCN(Cc3cccc(C)n3)C2)c1 (stereo not drawn)	1.2	1	13	4	-22	-2	-15	-2	0
CN1CC(C(=O)c2ccc(Cl)cc2)C(c2ccc(N(C)C)cc2)C1 (stereo not drawn)	1	1	-1	0	-4	-5	35	2	1
CC(=O)Nc1ccc(OC(=O)N2CCCCC2)cc1	1.1	0.97	6	-1	-5	3	3	-5	6
OCC[N+]12CCC(CC1)C(C(O)(c1ccccc1)c1ccccc1)C2 (stereo not drawn)	0.97	0.99	-3	-12	3	1	17	3	-22
O=C(CCCCCn1c(=S)[nH]c2ccccc2c1=O)N1CCC2(CC1)OCCO2	1.1	0.94	23	2	-13	6	0	13	15
COCCN1C(=O)NC(=O)/C(=C\c2ccc(F)cc2)C1=O	1.1	0.98	0	6	-8	2	20	12	-4
CC(=NCCc1ccccc1)c1c(O)n(C)c(=O)n(C)c1=O	1.1	0.96	19	-5	-6	4	17	-14	19
CC(=O)c1cccc(NC2=NCC(C)S2)c1 (stereo not drawn)	0.79	0.98	13	-3	22	2	1	-5	-2
O=C1NC(=O)N(CCc2ccc(F)cc2)C(=O)/C1=C/c1cccs1	1.1	1.1	52*	-6	-5	-6	2	15	1
COC(=O)Cn1cc(C=C2C(=O)NC(=O)NC2=O)c2ccccc21	1	0.89	19	5	-4	11	-5	2	-15
Brc1ccc(-[n+]2c(-c3ccccc3)cc(-c3ccccc3)cc2-c2ccccc2)cc1	0.95	0.9	37	38	5	10	15	1	35
O=C1CN=C(c2ccccc2)c2cc(Br)ccc2N1	1	1	-35	-4	0	0	16	2	-13
Cn1cc(C(=O)NCc2ccccc2)c2ccccc21	0.84	1	16	6	16	-4	-1	-2	16
CCOC(=O)c1ccc(NC(=O)N2CC3CC(C2)c2cccc(=O)n2C3)cc1 (stereo not drawn)	0.76	1.1	-9	-6	24	-9	-2	7	-4
O=C(C[N+]12CCN(CC1)CC2)NCCc1ccc(Cl)cc1Cl	1.3	1.1	-11	1	-28	-10	14	-4	-21

Among those listed so far, these contain four or more nitrogen atoms.
SMILES	hIAP activ	mIAP act	tim10-1 inh	ATG4B inhibitor	hIAP inh	mIAP inh	NALP3 yeast inh	Apaf1 inhib	TIM10 inh
O=c1[nH]c(O)c(/C=C2\C=NN=C2c2ccccc2)c(=O)[nH]1	0.81	0.84	2	1	19	16	-10	-13	3
COc1ccc(NC(=O)c2cc([N+](=O)[O-])ccc2N2CCNCC2)cc1	0.9	0.93	-4	-6	10	7	3	0	14
COCCCNC(=O)c1c(N)n(Cc2ccco2)c2nc3ccccc3nc12	1.1	1	9	-1	-12	0	-2	27	4
COC(=O)[C@@H](N)CCCN=C(N)N[N+](=O)[O-]	0.88	1.1	2	-5	12	-5	17	-8	6
O=c1c2ccccc2nc(CSc2ncnc3nc[nH]c23)n1-c1ccccc1	1.1	1	1	-5	-5	-2	-2	-1	-10
Cn1c(O)c(C=NCCN2CCNCC2)c(=O)[nH]c1=O	0.97	1.1	-1	-9	3	-9	3	-12	-7
CCCCCCn1c(O)c(C=NC2CCN(Cc3ccccc3)CC2)c(=O)[nH]c1=O	1.1	1	4	-1	-14	-4	15	23	1
COc1ccc(NC(=O)[C@@H](NC(=O)N2C[C@H]3C[C@@H](C2)c2cccc(=O)n2C3)C(C)C)cc1	1.1	0.95	4	-14	-11	5	-7	-8	-4
NC(N)=N/N=C/c1ccc(N2CCOCC2)cc1	1.1	0.89	0	-2	-13	11	21	-7	-10

Screening data deposited in PubChem BioAssay by Sanford-Burnham Center for Chemical Genomics.
